Screens from PubChem.
Tau filament bind – tau filament binding; AID 596; P10636; hit rate 2% among 71,000; recombinant tau filaments, thioflavin S fluorescence, 15 h; filaments grown with octadecylsulfate alongside compound; Potency, µM (series often up to 57.1 µM), for the others: at the highest dose activity change, negative = inhibition;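 further: potency means the concentration at half of the fitted maximal effect; on the % scale 0 is the no-effect control and ±100 the full control effect; actives lower thioflavin S fluorescence by blocking filaments or displacing dye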
Target sequence (P10636 whole entry, looked up): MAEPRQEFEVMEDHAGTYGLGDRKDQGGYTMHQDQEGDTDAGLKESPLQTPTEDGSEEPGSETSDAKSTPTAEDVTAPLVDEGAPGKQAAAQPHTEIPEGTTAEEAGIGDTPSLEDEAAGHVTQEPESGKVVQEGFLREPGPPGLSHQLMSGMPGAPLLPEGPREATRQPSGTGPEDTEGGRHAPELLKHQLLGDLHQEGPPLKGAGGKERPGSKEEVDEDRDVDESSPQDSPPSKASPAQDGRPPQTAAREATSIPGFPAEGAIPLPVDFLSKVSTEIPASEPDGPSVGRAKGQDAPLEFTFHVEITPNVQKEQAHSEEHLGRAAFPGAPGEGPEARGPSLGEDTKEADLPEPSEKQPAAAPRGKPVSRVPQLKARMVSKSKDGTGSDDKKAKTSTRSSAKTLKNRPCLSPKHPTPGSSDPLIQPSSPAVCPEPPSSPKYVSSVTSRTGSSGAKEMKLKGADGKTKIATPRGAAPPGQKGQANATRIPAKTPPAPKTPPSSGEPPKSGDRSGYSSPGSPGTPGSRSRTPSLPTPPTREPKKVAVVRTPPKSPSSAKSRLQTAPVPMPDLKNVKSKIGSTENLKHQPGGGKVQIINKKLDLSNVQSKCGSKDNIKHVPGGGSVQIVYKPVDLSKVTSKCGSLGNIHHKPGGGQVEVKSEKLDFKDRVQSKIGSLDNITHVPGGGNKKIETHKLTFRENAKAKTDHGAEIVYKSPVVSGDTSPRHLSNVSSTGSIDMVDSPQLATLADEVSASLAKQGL
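Quantitative HTS: thioflavine S signal from ODS-induced tau filaments, excited at 450 nm, emission 510 nm. Conditions: 1 uM tau, 30 uM ODS, 15 h at 37 C, pH 7.4.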
Caspase-1 inhib – caspase-1 (human) inhibition, allosteric or competitive. Potency, µM (top dose mostly 57.5 µM), for inactives: at the top dose activity change, negative = inhibition, actives largely listed as inhibitors. P29466. Caspase-1 enzyme, Ac-WEHD-AFC fluorogenic rate. hit rate 0.03% among 75,000;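 further: potency means the concentration at half of the fitted maximal effect; plate controls were vehicle for no effect and no substrate for full effect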
Target sequence (P29466 120-297 limits assumed): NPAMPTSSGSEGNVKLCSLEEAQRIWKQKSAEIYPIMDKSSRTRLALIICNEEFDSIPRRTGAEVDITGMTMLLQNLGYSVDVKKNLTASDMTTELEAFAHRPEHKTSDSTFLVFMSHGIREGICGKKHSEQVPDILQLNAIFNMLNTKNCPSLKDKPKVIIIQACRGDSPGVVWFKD
Target sequence (P29466 317-404 limits assumed): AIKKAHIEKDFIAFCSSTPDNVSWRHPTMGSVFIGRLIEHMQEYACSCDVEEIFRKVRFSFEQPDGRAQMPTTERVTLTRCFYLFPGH
Texas Red fluor – compound fluoresces in the Texas Red spectral region; Compound fluorescence, Texas Red channel, 547/618 nm; active compounds read high; max dye-equivalent concentration, M; hit rate 0.06% among 59,000; in the data active means max dye-equivalent concentration above about 10 nM; inconclusive means between about 1.1 nM and that limit
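Spectral interference profiling: each compound concentration's relative fluorescence, read with a 547 nm excitation and 618 nm emission filter pair, was normalized to a per-plate Texas Red standard curve.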
HADH2 inh – blocks human hydroxyacyl-CoA dehydrogenase type II; Q99714; recombinant HADH2, NADH fluorescence, beta-hydroxybutyryl-CoA; Potency, µM (top dose mostly 57.1 µM), inactives show at the highest dose activity change, negative = inhibition, hits mostly inhibitors; hit rate 3.4% among 73,000; AID 886; further: potency means the concentration at half of the fitted maximal effect; on the % scale 0 is the no-effect control and ±100 the full control effect; nearly all actives have a fitted effect of over 60% in size; many of its hits are not listed in these tables
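20 nM HADH2 + cpd, 15 min RT; add 1 mM NAD+/90 uM beta-hydroxybutyryl-CoA; kinetic fluorescence 360/450 nm, 4 min. Tris-HCl pH 9.0, 0.01% Tween-20.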
Luciferase inh – blocks Photinus pyralis firefly luciferase activity; Potency, µM (doses to about 57.1 µM), without a hit: at the top dose activity change, negative = inhibition, usual class: inhibitors; hit rate 2.2% among 72,000; P08659; purified firefly luciferase, luminescence, 8 min; further: potency means the concentration at half of the fitted maximal effect; on the % scale 0 is the no-effect control and ±100 the full control effect; nearly all actives have a fitted effect of over 40% in size
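qHTS concentration-response profiling: light output of P. pyralis luciferase with luciferin and 10 uM ATP, imidazole buffer pH 7.2. Read by luminescence after 8-min room-temperature incubation.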
HEK293 cAMP ctrl – raises cAMP in parental HEK293 cells, TSHR agonist counter-screen; parental HEK293 CNG cAMP sensor, membrane potential fluorescence; Potency, µM (highest dose often 57.1 µM), without a hit: at the highest dose activation, usual class: activators; hit rate 2.5% among 73,000; further: potency means the concentration at half of the fitted maximal effect; % of control where 0% means no effect; nearly all actives have a fitted effect of over 55% in size
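Counterscreen for endogenous-receptor signalling: CNG-channel HEK 293 cells report cAMP rise by membrane depolarization. After 60 min dye equilibration with 100 uM RO 20-1724, compounds incubated 30 min before bottom-read fluorescence at 590 nm.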
ERK AVP inh – inhibitors of vasopressin-stimulated ERK signaling pathway; Potency, µM (titrated, usually from 57.5 µM), for inactives: at the top dose activity, negative = inhibition, usual class: inhibitors; HEK293-V1b, vasopressin-stimulated pERK AlphaScreen; hit rate 0.99% among 72,000; further: potency means the concentration at half of the fitted maximal effect; on the % scale 0 is the no-effect control and ±100 the full control effect; nearly all actives have a fitted effect of over 55% in size
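HEK293 cells stably expressing V1b receptor, preincubated 30 min at 37 °C with compound, then stimulated 5 min with 25 nM vasopressin. Phospho-ERK by AlphaScreen SureFire after 5 h RT; normalized to DMSO and vasopressin; AC50 by Hill fit.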
Rhodamine autofl – compound fluoresces in the rhodamine spectral region; hit rate 0.05% among 59,000; max dye-equivalent concentration, M; Rhodamine-region fluorescence, 547/598 nm, Tris buffer; active compounds read high; in the data active means max dye-equivalent concentration above about 11 nM; inconclusive means between about 1.1 nM and that limit
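Intensities are converted to rhodamine-equivalent concentration using a six-point rhodamine standard on each plate. Compounds sit 15 min at room temperature in 100 mM Tris buffer, pH 8.0; read uses the 547/598 nm excitation/emission pair.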
USP2a inhib – USP2a (human) protease inhibition | O75604 | USP2a enzymatic assay, qHTS inhibition | Potency, µM (series often up to 38.3 µM), for the others: at the highest dose activity change, negative = inhibition, most hits filed as inhibitors | hit rate 0.1% among 60,000 | AID 927;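 further: potency means the concentration at half of the fitted maximal effect; nearly all actives have a fitted effect of over 60% in size; plate controls were DMSO for no effect and NEM full inhibition control for full effect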
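USP2 core (20nM final) preincubated 30 min RT with compound, then Ub-PLA2 20nM and NBD C6-HPC 20uM final added; buffer 20mM Tris-HCl pH 8.0, 2mM CaCl2. Fluorescence Ex 460/Em 535 read at 0 and 2.5 h; normalized to NEM.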
Fluorescein autfl – fluorescein region autofluorescence. hit rate 0.91% among 59,000. max fluorescein-equivalent concentration, M. Compound autofluorescence, 480/540 nm, fluorescein-equivalent; active compounds read high. AID 593; in the data active means max fluorescein-equivalent concentration above about 10 nM; inconclusive means between about 1.1 nM and that limit
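Normalized response (dye-equivalent concentration) derives from comparing each well's 540 nm emission, under 480 nm excitation, with plate-resident fluorescein standards. Compounds were held in 100 mM Tris, pH 8.0, for 15 min at room temperature.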
Caspase-7 inhib – blocks human caspase-7 allosterically or competitively; Potency, µM (titrated, usually from 57.5 µM), for inactives: at the highest dose activity change, negative = inhibition, usual class: inhibitors; hit rate 0.02% among 75,000; AID 889; recombinant caspase-7, Ac-DEVD-AFC fluorescence rate; P55210; active means well fitted inhibition curve with a large enough effect in the main read-out, with a control signal flat, not every such curve was filed as active; inconclusive means small, poorly fitted or top-dose-only effect, or a change in a side signal; further: potency means the concentration at half of the fitted maximal effect; % of control where 0% means no effect
Numbers without * were called inactive; i = inactive; u = inconclusive; x = not tested or not shown; [ ] = dose if it differs, or a comment. Unless noted, the call rests on the fitted dose curve; in most records, active means well fitted curve in the direction sought with a large enough effect; inconclusive means small, poorly fitted or top-dose-only effect, or another doubt; inactive means no such curve, though single readings can be large; an effect the other way counts as inactive or inconclusive. A portion of the library; count on the stated rates, not on these rows.

SMILES	Tau filament bind	Caspase-1 inhib	Texas Red fluor	HADH2 inh	Luciferase inh	HEK293 cAMP ctrl	ERK AVP inh	Rhodamine autofl	USP2a inhib	Fluorescein autfl	Caspase-7 inhib
Cc1cccc(C)c1NC(=O)CCCSc1nnc(-c2ccco2)n1-c1ccccc1	22%	1%	i	-3%	3%	20µM*	u	i	16%	i	0%
CC(C)CC1(C(=O)NCCc2c[nH]c3ccccc23)C=CCN1C(=O)c1ccccc1 (configuration not stated)	-24%	-5%	x	8%	x	u	10%	x	x	x	-3%
N#Cc1cnc(SCC(=O)Nc2ccccc2C(F)(F)F)nc1N	-11%	-4%	i	2%	5%	2%	-12%	i	1%	u	-3%
CCC(=O)N(CCO)Cc1cc2ccc(C)c(C)c2[nH]c1=O	2%	3%	u	-1%	0%	-5%	-1%	i	-9%	u	-1%
O=C(NC1CCCCC1)NC1CCN(CC(=O)N2CCOCC2)CC1	12%	1%	i	-4%	2%	14%	21%	i	-3%	u	0%
NC(=O)c1ccsc1NC(=O)CN1C(=O)C2CC=CCC2C1=O (configuration not stated)	0%	-1%	i	-10%	-1%	-4%	3%	i	14%	u	-4%
C/C(N)=C(/C#N)C(=O)COC(=O)CCSc1ccccc1	8%	0%	i	-11%	3%	22%	-1%	i	5%	u	-1%
Cc1ccc(-c2nnc(SCC#N)n2N)cc1	-5%	1%	i	-7%	3%	-3%	6%	i	-1%	u	-1%
c1coc(CNc2nc3nonc3nc2NCc2ccco2)c1	88%	u	i	-19%	6%	24%	u	i	x	u	-10%
CCOC(=O)c1cc(NC(=O)N2CCOCC2)c(C)nc1C	1%	1%	i	5%	2%	3%	9%	i	-6%	i	0%
CSc1nsc(SCC(=O)Nc2cccc(C(C)=O)c2)n1	-18%	3%	u	-23%	0%	u	-6%	i	-2%	u	0%
CN1CCOc2cc(S(=O)(=O)Nc3ccc(F)cc3)ccc21	-17%	-1%	i	0%	0%	10%	1%	i	-4%	i	0%
COc1cccc(NC(=O)CSc2nc3ccccc3c(=O)n2CCCC(=O)N2CCCC2)c1	-1%	-2%	i	-10%	-4%	14%	11%	i	51%[activator]	u	-2%
O=C(c1ccc(S(=O)(=O)N2CCC(c3nc4ccccc4s3)CC2)cc1)N1CCOCC1	0%	0%	i	10%	2%	u	2%	i	x	i	3%
COCCCNC(=O)CCC(=O)Nc1ccc2nc(N3CCOCC3)cc(C)c2c1	-4%	3%	u	12%	-17%	-3%	11%	i	4%	i	0%
COc1ccc(C(=O)Cn2nnc(-c3cccs3)n2)cc1	-1%	-4%	i	-7%	-19%	27%	12%	i	0%	i	-1%
COC(=O)c1cccnc1-n1c(=O)c2cccnc2n(Cc2cccc(OC)c2)c1=O	-5%	2%	x	-9%	2%	1%	x	x	x	x	0%
CN(C)c1ccc(-c2cncnc2NCc2cccnc2)cc1	-19%	0%	u	-13%	2%[2.29 µM]	8%	-22%	i	-10%	i	0%
COc1ccc2c(c1)OC13CCN(C)CC1C2C(C(=O)c1ccc(F)cc1)C(=O)N3 (configuration not stated)	-5%	0%	x	8%	1%	6%	-2%	x	x	x	1%
O=S(=O)(c1ccccc1)N1CCC2(CCN(Cc3ccncc3)CC2)CC1	8%	-3%	i	5%	-2%[11.4 µM]	41%	8%	i	44%[activator]	i	0%
Cc1noc(C)c1CSc1ncnc2ccccc12	-9%	-3%	i	3%	0%	11%	-15%	i	-5%	i	0%
Cc1cccc(C)c1NC(=O)Cn1c(=O)n(CCC(=O)NCc2ccco2)c(=O)c2sccc21	18%	2%	u	13%	-10%	25%	-15%	i	3%	i	-1%
Cc1cc(N2CCCC2)n2nc(C)nc2n1	18%	2%	x	5%	0%	-6%	-13%	x	x	x	-1%
c1ccc(-c2nc3nonc3c3nc4ccccc4n23)cc1	26%	-1%	u	u	1%	0%	-15%	i	3%	i	0%
CC1CCCN(C(=O)C(Cc2ccccc2)n2cccc2)C1 (configuration not stated)	-13%	0%	x	12%	0%	23%	u	x	x	x	-4%
COc1ccc(Cl)cc1NC(=O)CSc1nnc(Cc2cccn2C)n1-c1ccc(F)cc1	57%	-6%	x	-11%	0%	2%	-27%	x	x	x	-9%
CCOC(=O)c1ccc2ncc(C(=O)OCC)c(NCCN(C)C)c2c1	-3%	0%	x	-6%	2%	12%	-13%	x	x	x	-1%
c1ccc(CO[C@H]2NCCN2Cc2ccccc2)cc1	-1%[11.4 µM]	4%[11.5 µM]	i	8%[11.4 µM]	1%[11.4 µM]	28%[11.4 µM]	-20%[11.5 µM]	i	x	i	0%[11.5 µM]
CCn1c(N2CCN(CC(=O)c3c[nH]c4ccccc34)CC2)nc2c1c(=O)[nH]c(=O)n2C	-1%	-2%	u	-5%	1%	-4%	-3%	i	82%[activator]	i	-1%
COc1cccc(C(=O)N2CCN(C(=O)c3cccc(F)c3)CC2)c1	-16%	1%	i	-5%	0%	-2%	-6%	i	-3%	i	0%
Nc1nc(-c2cccs2)cs1	-1%[11.4 µM]	-4%[11.5 µM]	i	1.3µM*	2%[11.4 µM]	6%[11.4 µM]	-8%[11.5 µM]	i	x	u	-2%[11.5 µM]
Cc1cc(Cl)c(S(=O)(=O)NC(C(=O)O)c2ccccc2)cc1OCC(N)=O (configuration not stated)	1%	4%	i	3%	0%	1%	0%	i	6%	u	0%
O=C(O)c1ccccc1-c1ccccc1C(=O)Nc1ccc2c(c1)Cc1ccccc1-2	3%[11.4 µM]	0%[11.5 µM]	u	-6%[11.4 µM]	7%[11.4 µM]	6%[11.4 µM]	1%[11.5 µM]	i	x	i	-4%[11.5 µM]
Oc1c([C@H](Nc2ccccn2)c2ccccc2)ccc2cccnc12	-14%[11.4 µM]	-2%[11.5 µM]	i	u	2%[11.4 µM]	9%[11.4 µM]	-11%[11.5 µM]	i	x	u	1%[11.5 µM]
Cc1cc(-c2nnc(SCc3ccccn3)o2)no1	2%	0%	u	u	-2%	10%	-8%	i	-4%	i	0%
O=C(NCCCN1CCOCC1)C1(c2ccccc2)CCCC1	6%	2%	i	11%	3%	5%	-3%	i	1%	i	1%
O=C(CN1CCN(C(=O)c2ccccc2)CC1)Nc1ccc(Br)cn1	-6%	-1%	i	-3%	3%	u	-9%	i	-2%	u	0%
COc1cc(C)nc(OCCNS(=O)(=O)c2cc(C)ccc2C)n1	12%	0%	i	11%	0%	8%	9%	i	5%	i	-1%
O=c1c2c(nc3nc(Cc4ccccc4)[nH]n13)CCC2	-4%	0%	i	-1%	0%	10%	-11%	i	-10%	i	1%
Cc1cccn2c(=O)c(C=Nc3ccc(Cl)cc3)c(NCCO)nc12	5%	-14%	i	u	3%	u	5%	i	-5%	i	-12%
CC1(C)CC(=O)C(C=NCCN2CCN(C(=O)NC34CC5CC(CC(C5)C3)C4)CC2)=C(O)C1	-2%	1%	x	-6%	-1%	3%[11.4 µM]	-3%	x	13%	x	1%
CCCCCCC(=O)N(O)C1CC(=O)N(c2ccc(Br)cc2)C1=O (configuration not stated)	-23%	-2%	u	-17%	-1%	2%	6%	i	32%[activator]	u	-3%
COCCCNC(=O)CCn1c(=O)c2ccccc2n(CC(=O)Nc2ccccc2C)c1=O	-3%	-1%	i	2%	4%	7%	-1%	i	5%	i	0%
CCOc1ccc2nc(NC(=O)CS(=O)(=O)c3ccccc3)sc2c1	-8%	-1%	u	0%	-24%	0%	u	i	18%	i	-1%
CCOC(=O)c1sc(NC(=O)C2CCCO2)c(C(=O)OCC)c1C (configuration not stated)	u	1%	x	u	1%	u	-18%	x	13%	x	-5%
COc1ccc(NC(=O)COC(=O)c2ccc(Br)o2)cc1OC	5%	2%	i	-5%	4%	15%	15%	i	-7%	u	8%
C[C@H](O)C(=O)Nc1c(I)c(C(=O)NC(CO)CO)c(I)c(C(=O)NC(CO)CO)c1I	33%[25.6 µM]	-1%[25.7 µM]	i	6%[25.6 µM]	4%[25.5 µM]	3%[25.6 µM]	37%[25.7 µM]	i	9%[17.1 µM]	i	0%[25.7 µM]
CCc1nccn1S(=O)(=O)c1ccc(OC)c(OC)c1	-3%	1%	x	-5%	2%	9%	u	x	x	x	1%
CO[C@H]1COC(=O)C/C=C\[C@@H](C)[C@H](OC)COC(=O)[C@H]2CCCN2C(=O)C/C=C\[C@@H]1C	x	-1%[11.5 µM]	x	8%[11.4 µM]	-2%[11.4 µM]	-3%[11.4 µM]	1%[11.5 µM]	x	x	x	-1%[11.5 µM]
CS(=O)(=O)N1CCN(Cc2ccccc2C(F)(F)F)CC1	16%	0%	x	-3%	-1%	18%	0%	x	5%	x	1%
CCOC(=O)c1ccc2nc(C)c3c(c2c1)OC(C)C3 (configuration not stated)	-13%	-1%	x	3%	1%	-15%	0%	x	0%	x	-1%
CN(C)c1nc(N)nc(Cn2ccnc2)n1	1%	-11%	u	0%	-7%	3%	-21%	i	-2%	i	-10%
CCOC(=O)c1ccccc1N/C=C1\CCCC1=O	2%	-8%	i	-9%	1%	44%	5%	i	2%	i	-7%
